# GlmU inhibition = inhibition of mycobacterial GlmU enzyme – biochemical, glucosamine-1-phosphate acetyltransferase (AID 1376). inhibition, %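 (tested at 30 µM in the primary screen)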; hits with a dose series show IC50 in µM. M. tuberculosis GlmU acetyltransferase enzyme assay; higher % means a stronger effect. 220,000 tested, 0.25% active; in the data active means inhibition above about 13%; inconclusive means no clear call, values can overlap the other calls;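 further: 0% = complete reaction with vehicle and 100% = reaction without substrate; strong numbers were not always called active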
# RmlCD inh 1536 = M. tuberculosis RmlC/RmlD inhibition; P9WH09+P9WH11; RmlC+RmlD coupled enzyme assay, percent inhibition; primary screen in compound mixtures; inhibition, % at 3.6 µM; 160,000 tested, 0.03% active; AID 1533; in the data active means inhibition mostly above about 34%, no sharp cut-off; inconclusive means no clear call, values can overlap the other calls; inactive means mostly below about 22%; further: some results filed as inactive read as strong as hits
# Target sequence (P9WH09 whole entry, looked up): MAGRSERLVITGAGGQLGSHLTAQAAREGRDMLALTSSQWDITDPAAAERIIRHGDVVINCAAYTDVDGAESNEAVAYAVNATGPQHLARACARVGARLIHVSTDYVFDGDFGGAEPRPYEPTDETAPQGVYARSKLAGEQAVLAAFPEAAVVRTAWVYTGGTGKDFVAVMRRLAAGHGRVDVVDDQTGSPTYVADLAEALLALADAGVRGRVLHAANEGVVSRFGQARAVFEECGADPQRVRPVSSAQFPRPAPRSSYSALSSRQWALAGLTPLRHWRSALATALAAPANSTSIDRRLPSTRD
# Target sequence (P9WH11 whole entry, looked up): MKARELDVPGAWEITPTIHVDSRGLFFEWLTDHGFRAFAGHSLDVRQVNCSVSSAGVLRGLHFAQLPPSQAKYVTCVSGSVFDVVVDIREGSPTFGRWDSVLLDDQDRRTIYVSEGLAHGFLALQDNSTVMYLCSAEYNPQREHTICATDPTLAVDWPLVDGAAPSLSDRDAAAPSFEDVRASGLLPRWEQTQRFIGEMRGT
# Starred values were filed as active, the others as inactive; ? = inconclusive; . = no result given.
SMILES,GlmU inhibition,RmlCD inh 1536
Cc1[nH]n(-c2ccccc2)c(=O)c1/C=N/N(C)c1ccccc1,1.8%,0
O=C(NCCN1C(=O)C2C3C=CC(C3)C2C1=O)Nc1cccnc1 (stereo unspecified),-1.4%,.
CC(C)/C=N/NC(=O)c1ccc(Cl)cc1,1.2%,4
CC(C)C(=O)N=c1sc2cccc(F)c2n1C,4.1%,.
c1ccc2c(c1)OC(CCCN1CCCCC1)c1ccccc1S2 (stereo unspecified),-12%,.
CN1CC=C2C(C#N)=C(N)C(C#N)(C#N)C(c3ccncc3)C2C1 (stereo unspecified),-5.5%,36
CCN1CC(C)C(O)(c2ccccc2)CC1C (stereo unspecified),1.7%,-5
CCN1CCC[C@H]1CNC(=O)c1cc(S(N)(=O)=O)ccc1OC,2.8%,12
Cc1ccc(C)c(SCC(=O)Nc2cccnc2Cl)c1,-8.9%,6
CSCCC(NC(=O)C1CC1)c1nc2ccccc2[nH]1 (stereo unspecified),11%,.
CN(C)CCCOc1ccc2c(c1)Sc1ccccc1CC2=O,2.7%,-12
O=C(CCCOc1ccc(Cl)cc1Cl)Nc1ccccc1C(=O)O,-2.8%,.
O=C(NCc1ccc(Cl)cc1Cl)c1ccc2nc[nH]c2c1,0.7%,1
CC1(C)CC(=NOC(=O)c2ccccc2)CC(C)(C)N1,-0.1%,.
CN1C(C(=O)c2ccccc2)=C(N)c2ccccc2S1(=O)=O,2.2%,.
COC(=O)CN1C(=O)C(O)(CC(=O)c2ccc(C)cc2)c2ccccc21 (stereo unspecified),-3.9%,5
Cc1nn(Cc2ccccc2Cl)c2sc(C(=O)OC3CCCC3=O)cc12 (stereo unspecified),9.1%,.
CCOc1ccc(-n2c(N)c(C(=O)NCc3ccco3)c3nc4ccccc4nc32)cc1,2.9%,12
OCC#CC[N+]1(CC#Cc2ccccc2)CCCC1,3.6%,7
O=C(Cn1nc(Cc2cccnc2)c2ccccc2c1=O)NCC1COc2ccccc2O1 (stereo unspecified),-4.2%,108
O=C(CCCCCN1C(=O)c2ccccc2C1=O)Nc1nccs1,0.1%,5
O=C(Nc1cc(Oc2ccccc2)cc([N+](=O)[O-])c1)C12CC3CC(C1)CC(n1cnc(Cl)n1)(C3)C2,-5.9%,-1
CCSc1nnc(NC(=O)c2cc3c(s2)CCCC3)s1,0.5%,5
CCOC(=O)Cn1cc(/C=C(\C#N)C(=O)N2CCOCC2)c2ccccc21,7.3%,-8
COc1cc(/C=N/n2c(C)n[nH]c2=S)ccc1OCc1ccc(F)cc1,1.6%,.
CC1(O)c2ccccc2C(=O)N1CCc1ccccc1F (stereo unspecified),3.4%,-5
Cc1ccc(NC(=O)CN2C(=O)S/C(=C\c3ccccn3)C2=O)cc1,3.2%,?
C=CCN(CC=C)C(=O)c1cccc(S(=O)(=O)N2c3ccccc3CC2C)c1 (stereo unspecified),-2.5%,.
Cn1c(C(=O)N2CCCC(C(=O)NCc3cccs3)C2)cc2sccc21 (stereo unspecified),2.7%,12
CC/C(=N\Nc1ccccc1)c1c(O)[nH]c(=O)[nH]c1=O,2.3%,4
O=S(=O)(Cc1ccccc1)Nc1ccc(Br)cn1,7.1%,-34
S=c1nc(-c2csc3c2CCCC3)[nH][nH]1,1.8%,-12
CC(=O)c1cccc(NC(=O)CN2C(=S)NC(C)(C)CC2C)c1 (stereo unspecified),1.0%,24
COc1ccccc1C1CC(c2ccccc2)Nc2ncnn21 (stereo unspecified),3.5%,.
CCN1CCN(c2oc(/C=C/c3ccccc3)nc2C#N)CC1,8.3%,1
COc1ccc(C(C)=O)cc1CSc1nnc(-c2ccccc2O)n1-c1ccccc1,3.3%,11
O=C(C1CCCO1)N1CCC2(CC1)OCCO2 (stereo unspecified),-1.8%,.
O=C(NCc1ccco1)C1CCCN1C(=O)NCc1ccccc1 (stereo unspecified),4.3%,-5
C#CCOCCOCCOCCNc1nc(N2CCN(C(=O)[C@H]([C@@H](C)CC)n3cc([C@@H](N)CO)nn3)CC2)nc(N2CCN(C(=O)[C@H]([C@@H](C)CC)n3cc([C@@H](N)CO)nn3)CC2)n1,-6.3%,.
C=CCOc1cccc(C2C(C(=O)c3ccc(C)o3)=C(O)C(=O)N2Cc2ccncc2)c1 (stereo unspecified),2.7%,-10
COc1ccc(C(=O)COC(=O)CCC(=O)c2cccs2)cc1,2.9%,-8
Cc1cc(C(=O)N/N=C2\CC(=O)c3ccccc32)c(C)n1-c1ccc(F)cc1,2.2%,9
Cc1ccc(-c2nc3ncccn3c2Nc2ccccc2C)o1,-4.6%,6
Cc1cccc(C)c1NC(=O)C(c1ccc(Cl)cc1Cl)N1CCCCC1 (stereo unspecified),1.0%,17
CCCCOc1ccc(C(=O)N/C(=C/C=C/c2ccccc2)C(=O)NC)cc1,4.8%,-10

# One compound at a time, from the list above. Order of screens: GlmU inhibition	RmlCD inh 1536
# Entry for O=C(C1CCCO1)N1CCC2(CC1)OCCO2 (stereo unspecified) → -1.8%	.
# Entry for O=C(CCCCCN1C(=O)c2ccccc2C1=O)Nc1nccs1 → 0.1%	5

# Next records.
SMILES,GlmU inhibition,RmlCD inh 1536
CCc1ccc(-c2cc(C(=O)NCCCn3ccnc3)c3ccccc3n2)s1,-11%,10
O=C(Nc1ccc(N2CCOCC2)c([N+](=O)[O-])c1)c1ccco1,-8.5%,10
CCCCCCn1c(SCC(=O)Nc2cc(C)on2)nc2ccccc2c1=O,?,13
Cc1ccc2c(c1C)NC(=O)CC(c1ccccc1O)=N2,-1.6%,-6
O=C(Nc1ccc(F)c(Cl)c1)Nc1csc2ccccc12,-4.1%,8
CCOc1cc(/C=N\NC(=O)Cn2nnc3ccccc32)ccc1O,-1.6%,-11
COc1ccc(-c2nc(C#N)c(NC(C)C)o2)cc1,0.9%,96
O=[N+]([O-])c1ccc(-n2nnnc2CN2CCOCC2)cc1,0.6%,.
COc1ccc(CCNc2ccc(C)cc2)cc1,-0.9%,.
Cc1cc2c(=O)[nH]c(Cc3ccccc3)nc2s1,-9.5%,11
Cn1nc(-c2ccccc2)c(CO)c1Sc1ccccc1,-0.8%,-4
O=C(O)c1cccc(Cn2cc(Cl)cn2)c1,4.2%,.
O=C(COc1ccccc1)NNC(=O)c1cc2ccccc2o1,-1.4%,16
CN(C(=O)CC1C(=O)NCCN1Cc1ccc(F)cc1)C1CCOCC1 (stereo unspecified),-2.5%,32
COC(=O)c1cc(OC)c(OC)cc1NC(=S)N1CCN(c2ccccc2)CC1,1.9%,5
O=C(NCc1ccccn1)C1CCN(Cc2cccc(OCc3ccccc3)c2)CC1,3.4%,-8
CCC(OCC(O)CN1CCN(CCN2C(=O)c3cccc4cccc(c34)C2=O)CC1)c1ccccc1 (stereo unspecified),-10%,14
COc1ccccc1N(C)S(=O)(=O)c1ccc(C(=O)OCC(=O)N(C(C)C)C(C)C)cc1,1.1%,7
O=[N+]([O-])c1cccc(-c2ccn[nH]2)c1,-1.7%,7
C=CCNc1oc(-c2cccs2)nc1C#N,2.8%,.
O=c1c2c(-c3cccs3)csc2[nH]c(=S)n1-c1ccccc1,13%,-30
COc1ccc(C(=O)/C=C2\Sc3ccccc3N2C)cc1,2.4%,-11
Cc1[nH]c2ccccc2c1C(c1ccccn1)N1CCC(C(N)=O)CC1 (stereo unspecified),2.7%,.
Cc1ccc(OCC(=O)Nc2ccc(N3CCN(C(=O)c4ccco4)CC3)cc2)cc1C,0.1%,9
CCCCOc1nc2ccccc2nc1C(C#N)S(=O)(=O)c1ccccc1 (stereo unspecified),3.8%,-3
COc1ccc(N=CC2=C(O)c3ccccc3C2=O)c(OC)c1,0.3%,14
COc1ccc(C(=S)N2CCCCCC2)cc1,0.4%,.
CN(C)/C=C/C(=O)c1cc(N2CCOCC2)ccc1[N+](=O)[O-],1.1%,5
CN(C)CCOC(=O)/C(=C/c1cn(C)c2ccccc12)NC(=O)c1ccccc1,-4.3%,-7
O=C(NNc1ccccc1)C(=O)N1CCCCC1,-0.9%,28
CCOC(=O)c1ccc(Oc2nc(NC)nc(Nc3ccccc3)n2)cc1,-3.9%,-8
O=C(Nc1ccccc1C(=O)N1CCOCC1)C1CCCO1 (stereo unspecified),2.4%,-7
CSc1n[nH]c(=O)n1-c1ccc(Cl)cc1,-2.8%,-5
COc1ccc(CC(=O)N2CCN=C2SCc2ccc([N+](=O)[O-])cc2)cc1,-1.2%,14
Cn1c(=O)[nH]c(=O)c2c1nc(N1CCCCC1)n2CCOc1ccccc1,5.7%,32
CSc1ccccc1C(=O)NCc1ccc(S(N)(=O)=O)cc1,0.6%,-10
CCCc1cc(C(=O)N2CCN(S(=O)(=O)c3ccc(OC)c(OC)c3)CC2)cs1,-0.1%,.
O=C1CN(c2cc(Cl)cc(Cl)c2)C(=O)CN1/N=C/c1cccnc1,-5.5%,5
CCN(CC(=O)Nc1ccc([N+](=O)[O-])cc1OC)CC(=O)NC(C)(C)C,-3.7%,-6
Cc1ccc(C(=O)Nc2ccc([N+](=O)[O-])cn2)o1,1.7%,.
Cc1ccccc1NC1=NCC(c2ccc([N+](=O)[O-])cc2)S1 (stereo unspecified),5.9%,.
CCOc1ccc(C(=O)Oc2ccc(NC(C)=O)cc2)cc1,3.4%,.
O=C(Nc1ccccc1)N1CCN(Cc2ccc(Cl)cc2)CC1,0.2%,-7
COc1ccc(NC(=O)C2CCN(S(C)(=O)=O)CC2)cc1Cl,8.3%,.
CCc1ccccc1NC(=O)c1cc(-c2ccc(F)cc2)on1,8.5%,-10
CCOCCCNC(=O)c1ccc(CS(=O)(=O)Cc2ccccc2F)o1,2.9%,.
COC(=O)c1sccc1NC(=O)c1c(C)cc(=O)oc1C,-0.7%,0
O=C(c1ccco1)N1CCN(C(=O)C2CCN(S(=O)(=O)c3cccc4nsnc34)CC2)CC1,-5.2%,.
COc1ccc(CNC(=O)COC(=O)c2cccnc2Nc2cccc(C(F)(F)F)c2)cc1,-2.0%,-6
CC1CCN(C(c2cc3cc4c(cc3[nH]c2=O)OCO4)c2nnnn2CC2CCCO2)CC1 (stereo unspecified),-2.0%,7
COc1ccccc1OCCNC(=O)c1cccs1,4.4%,48
O=C(CSc1nc(O)cc(=O)n1-c1ccccc1)Nc1ccc2c3c(cccc13)CC2,7.0%,-4
Cc1c(NC2=NC(C)(C)Cc3ccccc32)c(=O)n(-c2ccccc2)n1C,-0.6%,.
CC1(C)CC(=O)C2=C(C1)N(Cc1ccc(F)cc1)C(=O)C2(NC(=O)c1cccnc1)C(F)(F)F (stereo unspecified),-5.9%,3
N/C(=N\OC(=O)c1ccc(Cl)cc1)c1ccccn1,5.9%,10
O=C(CSc1nnc2ccccn12)Nc1ccc2c(c1)OCCO2,0.9%,-8
N#C/C(=C\c1ccc([N+](=O)[O-])cc1)C(=O)Nc1ccccc1O,1.1%,-2
Nc1nn2cc(-c3ccccc3)nc2c2ccccc12,5.9%,-20
Cc1sc2nc(COC(=O)c3cccc(OC(F)F)c3)[nH]c(=O)c2c1C,2.3%,10
CC(C)C1Nc2c(O)cc(Cl)c([N+](=O)[O-])c2C2C=CCC21 (stereo unspecified),4.5%,-8

# Next section
SMILES,GlmU inhibition,RmlCD inh 1536
O=C(O)c1ccccc1-c1ccccc1C(=O)NCCCO,-0.5%,.
Cc1ccc(Oc2ccc(NC(=O)c3ccco3)cc2)cc1,5.3%,-1
Cc1ccc(SCc2cc(=O)[nH]c(N3CCN(Cc4ccccc4)CC3)n2)cc1,-2.8%,.
N#C/C(=C\c1ccc(-c2ccc([N+](=O)[O-])cc2)o1)C(=O)Nc1nc(-c2cccs2)cs1,-1.0%,.
CCc1ccc(C2CC(c3ccccc3Cl)Nc3nc(N)nn32)cc1 (stereo unspecified),-2.4%,-6
COc1ccc(C(=O)N/C(=C\c2ccc3c(c2)OCO3)C(=O)Nc2ccc(C(=O)O)cc2)cc1,0.1%,-6
Cc1ccc(-c2csc(NC(=O)CSc3nc(C)cs3)n2)cc1,4.3%,.
CCOC(=O)c1c(NC(=S)Nc2ccccc2)sc(C)c1C,2.1%,.
O=C(CCn1c(=O)[nH]c2ccsc2c1=O)N1CCN(Cc2ccc3c(c2)OCO3)CC1,.,-7
O=C(CCCSc1nc2ccccc2s1)NCc1ccco1,-0.2%,.

# Among those listed so far, these have a thiophene ring, fused or not:
SMILES,GlmU inhibition,RmlCD inh 1536
Cc1nn(Cc2ccccc2Cl)c2sc(C(=O)OC3CCCC3=O)cc12 (stereo unspecified),9.1%,.
CCSc1nnc(NC(=O)c2cc3c(s2)CCCC3)s1,0.5%,5
Cn1c(C(=O)N2CCCC(C(=O)NCc3cccs3)C2)cc2sccc21 (stereo unspecified),2.7%,12
S=c1nc(-c2csc3c2CCCC3)[nH][nH]1,1.8%,-12
COc1ccc(C(=O)COC(=O)CCC(=O)c2cccs2)cc1,2.9%,-8
CCc1ccc(-c2cc(C(=O)NCCCn3ccnc3)c3ccccc3n2)s1,-11%,10
O=C(Nc1ccc(F)c(Cl)c1)Nc1csc2ccccc12,-4.1%,8
Cc1cc2c(=O)[nH]c(Cc3ccccc3)nc2s1,-9.5%,11
C=CCNc1oc(-c2cccs2)nc1C#N,2.8%,.
O=c1c2c(-c3cccs3)csc2[nH]c(=S)n1-c1ccccc1,13%,-30
CCCc1cc(C(=O)N2CCN(S(=O)(=O)c3ccc(OC)c(OC)c3)CC2)cs1,-0.1%,.
COC(=O)c1sccc1NC(=O)c1c(C)cc(=O)oc1C,-0.7%,0
COc1ccccc1OCCNC(=O)c1cccs1,4.4%,48
Cc1sc2nc(COC(=O)c3cccc(OC(F)F)c3)[nH]c(=O)c2c1C,2.3%,10
N#C/C(=C\c1ccc(-c2ccc([N+](=O)[O-])cc2)o1)C(=O)Nc1nc(-c2cccs2)cs1,-1.0%,.
CCOC(=O)c1c(NC(=S)Nc2ccccc2)sc(C)c1C,2.1%,.
O=C(CCn1c(=O)[nH]c2ccsc2c1=O)N1CCN(Cc2ccc3c(c2)OCO3)CC1,.,-7

# Screening data as filed in PubChem.

# The list is partial; rates above refer to the full screens.
